Source: PubChem (several laboratories)
ARFGAP1 inhibitor = inhibitors of rat ARFGAP1 GAP activity, primary screen, biochemical, fluorescence polarization, GDP tracer | hit rate 0.26% among 360,000 | AID 651572, 2012 | Arfgap1-stimulated ARF1 GTP hydrolysis, GDP FP detection | ADP-ribosylation factor GTPase-activating protein 1 (Rattus norvegicus), Q62848 | inhibition, % at 16.5 µM;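 active = inhibition above a per-plate limit, mean inhibition of low control wells plus 3 SD, cut at about 25% in these data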;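 also: 0% = DMSO wells with enzyme and 100% = wells lacking Arfgap1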
Target sequence (Q62848 1-136 limits assumed): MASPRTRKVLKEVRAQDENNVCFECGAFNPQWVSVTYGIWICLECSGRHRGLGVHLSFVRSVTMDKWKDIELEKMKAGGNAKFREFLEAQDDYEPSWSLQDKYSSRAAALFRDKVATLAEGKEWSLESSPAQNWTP
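Repeats: one replicate per compound; assay system: rat Arfgap1 catalytic domain, aa 1-136; times: enzyme reaction 120 min at 25 °C after 20 min preincubation; detection: FP of antibody-bound GDP Alexa 633 tracer, ex 620/em 688 nm; benchmarks: high control wells lacking Arfgap1, low control full reaction with DMSO; reagent: human ARF1(Δ1-17)-GTP substrate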
sPLA2-III inh = human group III sPLA2 inhibitors, primary screen, biochemical, QFRET, BODIPY PC-A2 liposome substrate | Group 3 secretory phospholipase A2 (Homo sapiens), Q9NZ20 | QFRET BODIPY PC-A2 liposome hydrolysis, fluorescence | inhibition, % at 12.2 µM | hit rate 0.56% among 370,000 | AID 743126, 2013;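 active = inhibition above mean plus 3 SD of compounds lying within the high and low control bounds, cut at about 19% in these data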;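 also: 0% = median of test compound wells and 100% = no enzyme DMSO wells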
DDE Tn6 FP inh = inhibitors of Tn6 peptide binding to fibrin DD(E), primary screen, biochemical, fluorescence polarization, human fibrin, Tn6 probe. inhibition, % at 8.3 µM. Fibrin DD(E) TRITC-Tn6 fluorescence polarization displacement. Fibrinogen beta chain (Homo sapiens), P02675. hit rate 0.21% among 370,000;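 active = inhibition above a per-campaign cutoff: mean of compounds within control limits plus 3 SD, cut at about 15% in these data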;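 also: 0% = median of all compound wells on the plate and 100% = blocking peptide control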
Target sequence (P02675 whole entry, looked up): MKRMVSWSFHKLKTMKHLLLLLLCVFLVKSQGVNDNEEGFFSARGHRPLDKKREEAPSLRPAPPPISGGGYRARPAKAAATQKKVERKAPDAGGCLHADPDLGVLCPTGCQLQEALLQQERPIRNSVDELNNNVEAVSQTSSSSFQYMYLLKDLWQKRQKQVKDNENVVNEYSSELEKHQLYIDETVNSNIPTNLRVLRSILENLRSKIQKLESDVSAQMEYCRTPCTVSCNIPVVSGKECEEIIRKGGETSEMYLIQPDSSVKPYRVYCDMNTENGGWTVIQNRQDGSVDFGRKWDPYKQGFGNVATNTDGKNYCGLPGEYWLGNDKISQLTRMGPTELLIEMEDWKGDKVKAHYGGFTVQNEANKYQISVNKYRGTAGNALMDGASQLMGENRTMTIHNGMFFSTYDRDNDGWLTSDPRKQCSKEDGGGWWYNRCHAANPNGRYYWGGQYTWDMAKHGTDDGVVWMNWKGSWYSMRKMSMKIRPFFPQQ
PLCg1 inh = PLC-gamma1 enzyme inhibitors, primary screen, biochemical, fluorescence, purified enzyme; inhibition, % at 12.2 µM; 1-phosphatidylinositol 4,5-bisphosphate phosphodiesterase gamma-1 (Homo sapiens), P19174; fluorogenic substrate; AID 720700, 2013; hit rate 0.84% among 370,000; in the data active = inhibition above about 9.5%
ASAP1 GAP inh = inhibitors of human ASAP1 ArfGAP activity, primary screen, biochemical, fluorescence polarization. inhibition, % at 16.5 µM. hit rate 0.19% among 360,000. ASAP1-stimulated ARF1 GTP hydrolysis, GDP FP detection. Arf-GAP with SH3 domain, ANK repeat and PH domain-containing protein 1 (Homo sapiens), …; in the data active = inhibition above about 25%;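 also: 0% = vehicle with enzyme and substrate and 100% = no enzyme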
Target sequence (Q9ULH1 325-724 limits assumed): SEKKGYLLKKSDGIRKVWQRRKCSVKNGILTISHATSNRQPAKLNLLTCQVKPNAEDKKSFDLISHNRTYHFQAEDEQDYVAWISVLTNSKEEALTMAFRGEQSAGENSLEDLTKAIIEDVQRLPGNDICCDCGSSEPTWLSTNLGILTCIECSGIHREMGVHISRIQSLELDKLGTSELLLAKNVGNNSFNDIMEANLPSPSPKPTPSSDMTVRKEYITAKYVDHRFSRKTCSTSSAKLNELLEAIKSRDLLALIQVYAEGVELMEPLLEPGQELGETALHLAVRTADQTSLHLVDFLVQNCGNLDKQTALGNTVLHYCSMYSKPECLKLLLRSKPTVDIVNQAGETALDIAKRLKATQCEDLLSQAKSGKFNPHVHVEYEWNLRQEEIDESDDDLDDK
DDE Tn7 FP inh = inhibitors of Tn7 peptide binding to fibrin DD(E), primary screen, biochemical, fluorescence polarization, human fibrin, Tn7 probe. Fibrinogen beta chain (Homo sapiens), P02675. FP displacement of FITC-Tn7 peptide from fibrin DD(E); 0% = median of compound wells per plate. inhibition, % at 8.3 µM. hit rate 0.13% among 370,000;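 active = inhibition above the mean of compounds falling within the control limits plus 3 SD of them, cut at about 14% in these data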;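 also: 0% = plate median of compound wells and 100% = 10 µM Aha-Tn7 peptide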
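Assay system: Fibrin-DD(E) protein isolated from polymerized human fibrin clots; read-out basis: percent inhibition; medium: Tris/NaCl/CaCl2 buffer, pH 7.8; signal: FP measurement; incubation: 10 min plus 3 h, room temperature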
Rev-erbA mod = modulators of Rev-erb alpha DNA binding, primary screen, biochemical, FITC-DNA, fluorescence polarization, uHTS; Rev-erbα–FITC-DNA binding, 90 min; activity, % at 10 µM; hit rate 0.79% among 370,000; Nuclear receptor subfamily 1 group D member 1 (Homo sapiens), P20393;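 active = activity above about 14%, limit read from the data; passing the limit was not always enough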;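 also: 0% = DMSO wells with 35 nM protein and 100% = DMSO wells with 750 nM protein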
UHRF1 MBD2 ctr = UHRF1 methylated DNA binding inhibitors, primary screen, counter-screen for MBD2 inhibitor project, biochemical, TR-FRET, human UHRF1, single concentration; E3 ubiquitin-protein ligase UHRF1 (Homo sapiens), Q96T88; inhibition, % at 4.4 µM; UHRF1 binding to methylated oligo; hit rate 0.75% among 370,000; in the data active = inhibition above about 21%;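 also: UHRF1 SRA domain binding a hemimethylated CpG hairpin DNA probe; 0% = median of test compound wells and 100% = reference inhibitor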
KLK7 zymogen act = proKLK7 zymogen activators, primary screen, biochemical, fluorescence intensity; Kallikrein-7 (Homo sapiens), P49862; purified proKLK7, EDANS-DABCYL substrate fluorescence; 100% is mature enzyme control, 0% vehicle; activation, % at 7 µM; hit rate 0.9% among 370,000; AID 652039, 2013;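 active = activation above the mean of all tested compounds plus 3 SD, computed per campaign excluding outliers beyond control limits, cut at about 13% in these data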
PLCb3 inh = human PLC-beta3 inhibitors, primary screen, biochemical, fluorescence; 1-phosphatidylinositol 4,5-bisphosphate phosphodiesterase beta-3 (Homo sapiens), Q01970; Purified PLC-beta3, fluorogenic substrate; inhibition, % at 12.2 µM; hit rate 0.18% among 370,000; AID 720704, 2013; in the data active = inhibition above about 11%;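 also: 0% = median of compound wells on plate and 100% = full blocker control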
An asterisk follows results filed as active; . = no result given.

SMILES	ARFGAP1 inhibitor	sPLA2-III inh	DDE Tn6 FP inh	PLCg1 inh	ASAP1 GAP inh	DDE Tn7 FP inh	Rev-erbA mod	UHRF1 MBD2 ctr	KLK7 zymogen act	PLCb3 inh
COc1ccc(NC(=O)C2(C)CCN2CCc2ccccc2)cc1OC (stereo not given)	-0.5	-2.6	0.8	-25.9	-11.8	3.0	3.5	-4.2	0.1	-0.4
COc1ccc(NC(=O)COC(=O)CNS(=O)(=O)c2ccccc2)cc1OC	11.7	-2.4	-4.2	0.7	4.2	-2.1	-4.7	14.4	0.0	0.1
Cc1cc(C(=O)NNC(=O)c2cccs2)c(C)o1	1.9	7.2	1.4	4.1	-8.1	-2.1	10.5	-1.2	-0.2	0.1
O=C(O)c1ccc(NC(=O)c2cccs2)cc1	-6.7	-3.0	8.0	5.9	9.8	-5.9	-0.8	4.3	-0.6	10.2
N#C/C(=C\c1ccc(F)cc1)c1n[nH]c(Cn2cncn2)n1	1.1	2.9	0.9	-1.6	-12.5	5.2	-4.0	-2.5	0.3	-1.4
COCCNC(=S)N1C[C@H]2CON(C)[C@H]2C[C@H]1c1ccccc1Br	4.8	12.3	-2.6	9.7*	-2.8	-0.1	-6.3	5.4	0.0	5.5
CCOC(=O)C(Cc1ccc(O)cc1)NC(=O)c1cc2c(cn1)[nH]c1ccccc12 (stereo not given)	7.4	-26.6	-0.8	-28.2	15.2	-2.4	-8.9	-1.2	0.4	-41.1
O=C(CSc1nnc(Cn2cnc3ccccc32)o1)Nc1cccc2ccccc12	-10.1	-5.4	-6.2	2.6	10.5	1.0	5.1	-2.9	-0.8	1.2
CCN(CC)C(=O)C1CCCN(c2ccc([N+](=O)[O-])cc2)C1 (stereo not given)	-4.4	6.5	1.6	5.1	-4.7	-0.6	4.5	-3.9	-0.1	0.3
S=c1[nH]nc(COc2ccccc2)n1/N=C/c1ccccn1	7.1	3.6	7.9	2.8	16.0	1.8	-2.0	-1.6	-0.3	3.0
Cc1nc(NC(=O)CSc2nnc(-c3ccncc3)n2C)sc1C	2.5	-3.2	-6.2	-2.4	10.2	-4.1	-0.1	0.7	0.5	-3.7
O=C(NCCCN=C1NS(=O)(=O)c2ccccc21)c1ccc(S(=O)(=O)N2CCCCC2)cc1	-5.3	-5.4	-3.0	0.3	-3.0	6.1	3.9	2.3	-0.4	2.4
CC(C)c1cc(CN2CCN(C3CCCC3)C(CCO)C2)[nH]n1 (stereo not given)	-3.6	3.5	-2.9	-2.3	-5.5	1.0	12.8	3.5	0.3	-7.1
C=CCN1CCc2c(cc(O)c(O)c2Br)[C@@H](c2ccccc2)C1	-4.3	-21.5	-1.2	-1.2	6.5	8.0	-1.9	4.7	0.8	-3.7
O=C(CN1CCCCC1)Nc1cccc(Br)c1	5.9	2.6	4.9	-0.4	1.9	-0.7	0.0	3.5	-0.2	0.4
O=C(CS(=O)(=O)Cc1ccccc1)NCC1CCCO1 (stereo not given)	6.4	-0.2	-2.5	2.6	-4.4	1.7	-3.5	0.2	-0.1	3.1
O=C(Cn1nc(Br)nc1Br)c1ccccc1	1.5	-12.8	-58.6	-0.3	-1.0	-325.2	6.0	9.1	-0.4	-4.8
COc1ccc(C(=O)Nc2ccccc2C(=O)O)cc1Cl	4.3	-3.8	-1.0	0.5	-2.8	9.2	0.5	2.9	0.1	-1.5
COc1cccc(CNC(=O)c2ccc3c(c2)S(=O)(=O)N=C2CCCCCN23)c1	-0.9	-4.3	-1.1	3.9	3.3	-8.2	6.7	-0.5	-0.7	-0.9
O=C(CCCn1c(SCc2cccc(F)c2)nc2ccccc2c1=O)NCC1CCCO1 (stereo not given)	-2.5	2.0	-5.0	0.6	-2.7	6.5	-0.4	-3.5	-0.7	-2.5
O=C(c1ccc([N+](=O)[O-])cc1)N1CCN=C1SCc1ccccc1	1.0	-0.1	-6.9	1.2	11.4	-1.9	1.5	-1.6	-0.5	-0.5
COc1ccc(N2C(=O)/C(=C\c3ccco3)N=C2SCC(=O)NC(C)(C)C)cc1Cl	7.0	-7.2	9.6	-7.3	8.3	7.7	-3.3	-3.2	0.3	-9.8
C=CCn1c(C)cc(C(=O)COC(=O)/C=C/c2ccc(OC)cc2)c1C	-13.2	-8.4	-2.6	-1.4	7.5	-3.0	-3.4	-1.6	0.6	-1.4
COc1ccc(OCc2nnc(SCC(=O)NC3CC3)n2C)cc1	3.6	-3.0	-0.2	2.1	2.0	6.3	0.3	-2.3	0.7	-1.1
CN1OC(COC(=O)c2ccc(Cl)cc2)CC1c1ccccc1 (stereo not given)	9.2	0.1	-3.8	2.2	-3.8	-7.1	7.9	0.4	0.2	2.2
CCc1ccc(NC(=O)C(C)OC(=O)CCN2C(=O)C3CC=CCC3C2=O)cc1 (stereo not given)	-14.2	-18.7	-2.6	1.4	-4.1	-4.4	0.6	1.8	0.2	4.1
COCCCNC(=O)c1ccc(Cn2c(=O)c3ccccc3n(Cc3ccc(C(C)C)cc3)c2=O)cc1	.	5.3	4.8	0.8	.	-5.1	1.6	1.0	0.2	1.2
O=C(Cc1c(O)c2ccccc2[nH]c1=O)NC1CCCCCC1	5.6	1.9	10.2	-6.3	-0.8	-4.1	8.3	-2.2	1.0	-8.0
Cc1onc(-c2ccccc2)c1C(=O)Nc1ccc2c(c1)OCCO2	-0.2	-5.5	-0.8	0.5	7.3	-4.3	3.9	-1.9	-0.2	6.1
Cc1ccc(C(=O)Nc2cccc(C(=O)NCc3ccccc3)c2)o1	-6.1	-0.3	4.2	-0.4	-14.0	-1.7	-2.8	-1.7	0.6	1.8
CCSc1nnc(NC(=O)C2CC(=O)N(Cc3ccccc3)C2)s1 (stereo not given)	-6.0	1.0	-1.5	0.1	-3.4	6.7	3.3	-1.0	0.1	-67.0
O=C(CC(c1ccccc1)c1ccccc1)Nc1ccc(Cl)cn1	-0.4	-5.5	3.8	9.6*	-3.9	-2.0	-0.2	3.8	-0.4	2.7
COc1ccc(-n2c(SCC(=O)OC(C)C)nnc2-c2ccccn2)cc1	-6.7	5.7	-3.4	-1.4	-9.9	6.6	1.4	4.9	-0.5	-2.7
O=C(Nc1cc(F)ccc1F)c1ccc(-n2cncn2)c([N+](=O)[O-])c1	-7.1	11.5	-5.0	-0.3	-8.4	4.0	-5.4	3.9	0.5	-0.4
Cc1ccc(S(=O)(=O)N(C)C)cc1NC(=O)c1ccc(-n2cncn2)c([N+](=O)[O-])c1	4.5	7.7	2.9	2.4	-0.2	-0.9	-10.7	4.1	0.3	-5.2
Cc1nc(N)nc(Nc2ccc(Cl)cc2)c1Br	9.3	0.0	-1.2	2.0	-18.3	2.5	2.0	-1.8	0.7	1.4
COc1ccc(NC(=O)CSC2=NCCN2)cc1	-11.9	1.6	-5.3	3.1	7.5	0.4	-4.2	-0.1	-0.4	-3.1
Cc1ccc(C(=O)n2nc(-n3cccc3)c3c(C)cc(C)nc32)cc1	-2.6	-6.6	4.0	-0.7	9.5	1.4	1.4	0.4	-0.6	-0.2
COc1cccc(CNS(=O)(=O)c2cc3c(cc2C)n(C)c(=O)c(=O)n3C)c1	1.2	12.4	1.8	-0.7	-2.0	-0.3	2.9	1.0	-0.3	-1.8
Cc1c(NS(=O)(=O)c2ccc3[nH]c(=O)[nH]c3c2)c(=O)n(-c2ccccc2)n1C	-11.7	1.9	-2.0	0.9	-5.1	0.2	1.2	2.9	0.2	-4.2
Cc1c(C)c2ccc(O[C@@H]3O[C@H](CO)[C@H](O)[C@H](O)[C@H]3O)cc2oc1=O	10.4	5.2	-5.7	-23.1	-13.4	4.0	-1.6	-3.2	0.7	-36.0
COc1ccc(NC(=O)c2ccc(NC(=O)CN(C)CC(=O)Nc3c(C)cccc3C)cc2)cc1	-13.2	-15.4	-3.9	-1.1	4.4	1.5	2.1	21.6*	0.1	-10.0
CC1(OC(=O)CCc2ccccc2)C(=O)C=C2C=C(c3ccc(C#N)cc3)N(C(CO)CO)C=C2C1=O (stereo not given)	-0.3	-9.1	4.4	-53.2	-9.0	-5.0	7.0	3.8	1.5	-93.3
C/C(=N\Nc1nc(C)cc(C)n1)c1ccc(C)o1	-5.6	-1.5	-1.7	0.1	2.5	-3.5	-3.4	-4.5	0.5	-3.1
COC(=O)CSc1nc(N)c(C#N)c(-c2ccco2)c1C#N	-3.6	8.2	2.1	-86.7	0.6	9.4	0.4	2.7	1.9	-100.4
O=C(NCCCN1CCN(CCCNC(=O)c2cc([N+](=O)[O-])ccc2Cl)CC1)c1cc([N+](=O)[O-])ccc1Cl	9.7	16.6	-2.8	5.2	8.1	-3.0	-3.5	4.6	-0.3	-1.3
O=C(N/N=C/c1ccco1)c1cc(-c2ccc(Cl)cc2)n[nH]1	-4.0	-6.1	9.5	-2.9	-4.8	2.6	-8.0	0.6	-0.5	-11.9
COc1ccc(C(C(=O)NC2CCCCC2)N(C(=O)c2snc(C(N)=O)c2N)c2ccccc2OC)cc1 (stereo not given)	-14.3	-3.5	5.5	-44.3	3.7	-0.8	0.3	-3.4	-0.5	-78.8
O=Cc1[nH]c2ccccc2c1N(C(=O)CCl)c1ccc([N+](=O)[O-])cc1	-14.9	-1.8	4.2	-5.7	1.1	3.6	5.0	-3.9	0.0	-17.6

3 records picked at random from those above:
SMILES	ARFGAP1 inhibitor	sPLA2-III inh	DDE Tn6 FP inh	PLCg1 inh	ASAP1 GAP inh	DDE Tn7 FP inh	Rev-erbA mod	UHRF1 MBD2 ctr	KLK7 zymogen act	PLCb3 inh
O=Cc1[nH]c2ccccc2c1N(C(=O)CCl)c1ccc([N+](=O)[O-])cc1	-14.9	-1.8	4.2	-5.7	1.1	3.6	5.0	-3.9	0.0	-17.6
O=C(NCCCN1CCN(CCCNC(=O)c2cc([N+](=O)[O-])ccc2Cl)CC1)c1cc([N+](=O)[O-])ccc1Cl	9.7	16.6	-2.8	5.2	8.1	-3.0	-3.5	4.6	-0.3	-1.3
COc1ccc(C(C(=O)NC2CCCCC2)N(C(=O)c2snc(C(N)=O)c2N)c2ccccc2OC)cc1 (stereo not given)	-14.3	-3.5	5.5	-44.3	3.7	-0.8	0.3	-3.4	-0.5	-78.8
